Rhodamine fluor: rhodamine region autofluorescence | max dye-equivalent concentration, M | 59,000 tested, 0.05% active | Rhodamine-region fluorescence, 547/598 nm, Tris buffer; active compounds read high; in the data active means max dye-equivalent concentration above about 11 nM; inconclusive means between about 1.1 nM and that limit
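A six-point rhodamine series on each plate calibrates the signal. Compounds sit in 100 mM Tris (pH 8.0) for 15 min at ambient temperature before imaging through 547 nm/598 nm filters.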
Fluorescein fluor: compound fluoresces in the fluorescein spectral region; Compound autofluorescence, 480/540 nm, fluorescein-equivalent; active compounds read high; max fluorescein-equivalent concentration, M; 59,000 tested, 0.91% active; AID 593; in the data active means max fluorescein-equivalent concentration above about 10 nM; inconclusive means between about 1.1 nM and that limit
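Autofluorescence profiling; 100 mM Tris, pH 8.0; incubation 15 min at RT; ex/em 480/540 nm; result as fluorescein-equivalent concentration.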
Luciferase inh: blocks Photinus pyralis firefly luciferase activity; Potency, µM (series often up to 57.1 µM), inactives show at the highest dose activity change, negative = inhibition, actives largely listed as inhibitors; purified firefly luciferase, luminescence, 8 min; AID 411; P08659; 72,000 tested, 2.2% active; further: potency means the concentration at half of the fitted maximal effect; on the % scale 0 is the no-effect control and ±100 the full control effect; nearly all actives have a fitted effect of over 40% in size
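qHTS concentration-response profiling: light output of P. pyralis luciferase with luciferin and 10 uM ATP, imidazole buffer pH 7.2. Read by luminescence after 8-min room-temperature incubation.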
TexasRed autofl: compounds fluorescent in Texas Red spectral region | AID 587 | 59,000 tested, 0.06% active | Compound fluorescence, Texas Red channel, 547/618 nm; active compounds read high | max dye-equivalent concentration, M; in the data active means max dye-equivalent concentration above about 10 nM; inconclusive means between about 1.1 nM and that limit
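Compound fluorescence was read after 15 min at room temperature in 100 mM Tris, pH 8.0, using 547 nm excitation and 618 nm emission across a concentration series. It was expressed as Texas Red dye-equivalent concentration from an on-plate standard curve.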
HEK293 cAMP ctrl: counter-screen for TSHR agonists: cAMP increase in parental HEK293. parental HEK293 CNG cAMP sensor, membrane potential fluorescence. Potency, µM (titrated, usually from 57.1 µM), without a hit: at the top dose activation, usual class: activators. 73,000 tested, 2.5% active; further: potency means the concentration at half of the fitted maximal effect; % of control where 0% means no effect; nearly all actives have a fitted effect of over 55% in size
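Counterscreen for endogenous-receptor signalling: CNG-channel HEK 293 cells report cAMP rise by membrane depolarization. After 60 min dye equilibration with 100 uM RO 20-1724, compounds incubated 30 min before bottom-read fluorescence at 590 nm.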
A350 autofl: compounds fluorescent in Alexa 350 spectral region; Compound autofluorescence, 340/450 nm, Alexa 350 dye-equivalents; active compounds read high; max dye-equivalent concentration, M; 59,000 tested, 11% active; AID 590; in the data active means max dye-equivalent concentration above about 10 nM; inconclusive means mostly about 1.1 nM to 9.6 nM
Tau filament bind: binds recombinant human tau filaments; P10636; recombinant tau filaments, thioflavin S fluorescence, 15 h; filaments grown with octadecylsulfate alongside compound; Potency, µM (highest dose often 57.1 µM), for inactives: at the top dose activity change, negative = inhibition; 71,000 tested, 2% active;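 further: potency means the concentration at half of the fitted maximal effect; on the % scale 0 is the no-effect control and ±100 the full control effect; actives lower thioflavin S fluorescence by blocking filaments or displacing dye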
Target sequence (P10636 whole entry, looked up): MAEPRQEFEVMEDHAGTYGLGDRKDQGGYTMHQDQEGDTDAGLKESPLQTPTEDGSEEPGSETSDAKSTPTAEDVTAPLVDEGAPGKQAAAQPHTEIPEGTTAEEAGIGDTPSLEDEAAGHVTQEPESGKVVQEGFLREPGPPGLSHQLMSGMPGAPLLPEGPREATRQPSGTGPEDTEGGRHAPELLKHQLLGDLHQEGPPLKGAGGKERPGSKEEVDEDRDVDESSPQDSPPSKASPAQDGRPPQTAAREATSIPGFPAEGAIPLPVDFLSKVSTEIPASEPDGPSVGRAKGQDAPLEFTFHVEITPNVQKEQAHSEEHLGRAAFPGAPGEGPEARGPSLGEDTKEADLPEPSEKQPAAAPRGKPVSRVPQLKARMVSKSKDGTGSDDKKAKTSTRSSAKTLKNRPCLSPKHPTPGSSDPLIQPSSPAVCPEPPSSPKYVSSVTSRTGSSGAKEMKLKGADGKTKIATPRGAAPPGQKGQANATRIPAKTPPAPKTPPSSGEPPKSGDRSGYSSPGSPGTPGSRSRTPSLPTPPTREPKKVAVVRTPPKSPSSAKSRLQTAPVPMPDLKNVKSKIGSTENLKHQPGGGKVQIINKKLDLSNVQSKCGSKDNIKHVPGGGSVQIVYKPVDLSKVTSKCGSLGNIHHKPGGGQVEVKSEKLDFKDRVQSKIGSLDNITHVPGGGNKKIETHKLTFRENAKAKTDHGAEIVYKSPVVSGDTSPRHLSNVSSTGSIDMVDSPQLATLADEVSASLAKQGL
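ThS-based fibril read: tau 1 uM final, inducer ODS 30 uM final, 37 C for 15 h, ex 450/em 510 nm.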
4-MU autofl: 4-MU region autofluorescence; 59,000 tested, 11% active; compound autofluorescence, 340/450 nm, 4-MU equivalents; active compounds read high; AID 589; max dye-equivalent concentration, M; in the data active means max dye-equivalent concentration above about 10 nM; inconclusive means mostly about 1.1 nM to 9.6 nM
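Compounds in 100 mM Tris, pH 8.0, incubated 15 min at room temperature, then fluorescence read at 340 nm excitation/450 nm emission. Signal converted to 4-MU dye-equivalent concentration using an on-plate six-point 4-MU standard curve.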
ERK AVP block: blocks ERK signaling stimulated by vasopressin; 72,000 tested, 0.99% active; HEK293-V1b, vasopressin-stimulated pERK AlphaScreen; Potency, µM (doses to about 57.5 µM), for inactives: at the top dose activity, negative = inhibition, most hits filed as inhibitors; AID 995; further: potency means the concentration at half of the fitted maximal effect; on the % scale 0 is the no-effect control and ±100 the full control effect; nearly all actives have a fitted effect of over 55% in size
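HEK293 cells stably expressing V1b receptor, seeded overnight in 1% FBS, were treated with compounds for 30 min at 37C, then stimulated 5 min with 25 nM vasopressin; phospho-ERK read by AlphaScreen SureFire after lysis.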
Casp1 inh: allosteric or competitive inhibitors of human caspase-1; P29466; Caspase-1 enzyme, Ac-WEHD-AFC fluorogenic rate; Potency, µM (titrated, usually from 57.5 µM), for inactives: at the top dose activity change, negative = inhibition, hits mostly inhibitors; 75,000 tested, 0.03% active; AID 900;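 further: potency means the concentration at half of the fitted maximal effect; plate controls were vehicle for no effect and no substrate for full effect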
Target sequence (P29466 120-297 limits assumed): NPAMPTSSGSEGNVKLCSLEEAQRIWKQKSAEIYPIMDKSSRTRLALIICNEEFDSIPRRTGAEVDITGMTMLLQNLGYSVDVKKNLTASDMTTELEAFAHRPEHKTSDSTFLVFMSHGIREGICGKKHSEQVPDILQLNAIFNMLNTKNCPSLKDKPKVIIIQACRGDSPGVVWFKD
Target sequence (P29466 317-404 limits assumed): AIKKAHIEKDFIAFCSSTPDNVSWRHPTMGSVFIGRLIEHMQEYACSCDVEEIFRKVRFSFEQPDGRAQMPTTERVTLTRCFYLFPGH
Casp7 inh: caspase-7 (human) inhibition, allosteric or competitive. Potency, µM (series often up to 57.5 µM), without a hit: top-dose activity change, negative = inhibition, most hits filed as inhibitors. 75,000 tested, 0.02% active. recombinant caspase-7, Ac-DEVD-AFC fluorescence rate. P55210; active means well fitted inhibition curve with a large enough effect in the main read-out, with a control signal flat, not every such curve was filed as active; inconclusive means small, poorly fitted or top-dose-only effect, or a change in a side signal; further: potency means the concentration at half of the fitted maximal effect; % of control where 0% means no effect
Numbers without * were called inactive; i = inactive; ? = inconclusive; . = not tested or not shown; [ ] = dose if it differs, or a comment. Unless noted, the call rests on the fitted dose curve; in most records, active means well fitted curve in the direction sought with a large enough effect; inconclusive means small, poorly fitted or top-dose-only effect, or another doubt; inactive means no such curve, though single readings can be large; an effect the other way counts as inactive or inconclusive. This is a subset; count on the stated rates, not on these rows.

smiles	Rhodamine fluor	Fluorescein fluor	Luciferase inh	TexasRed autofl	HEK293 cAMP ctrl	A350 autofl	Tau filament bind	4-MU autofl	ERK AVP block	Casp1 inh	Casp7 inh
C=CCN1CCN(C(CC(C)C)c2nnnn2CCOC)CC1 (stereo not given)	i	i	-0.7%	i	?	i	-0.3%	i	-8.2%	0.1%	0.6%
COC(=O)COc1cccc(-n2cnnn2)c1	i	?	-2.6%	i	4.1%	i	6.7%	i	2.3%	0.9%	-1.3%
O=C1CCCC=C1[C@H](O)c1ccc([N+](=O)[O-])cc1	.	.	1.3%[11.4 µM]	.	-0.2%[11.4 µM]	.	.	.	-0.8%[11.5 µM]	-0.1%[11.5 µM]	0.2%[11.5 µM]
CCOC(=O)NC(=O)CN1C(=O)NC(C)(c2ccccc2)C1=O (stereo not given)	i	i	2.2%	i	-3.8%	i	-4.2%	i	14.8%	-0.6%	1.5%
Cn1c(Cn2c(=O)sc3ccccc32)nnc1SCC(=O)Nc1cccc(F)c1	.	.	3.0%	.	16.0%	.	233.6%	.	3.7%	-2.4%	0.3%
COC(=O)Cc1c(C)nc2nc(-c3ccco3)[nH]n2c1=O	i	i	-6.4%	i	6.1%	i	2.1%	i	-17.2%	-0.4%	-0.6%
CCN(CC)C[C@@H](O)c1ccc2ccc3ccccc3c2c1	i	i	4.2%[11.4 µM]	i	10.2%[11.4 µM]	i	10.0%[11.4 µM]	i	-11.9%[11.5 µM]	-0.6%[11.5 µM]	0.8%[11.5 µM]
O=C(Nc1ccc(F)cc1F)N1CCN(C/C=C/c2ccccc2)CC1	.	.	3.6%	.	11.1%	.	7.6%	.	-22.3%	-2.6%	-2.0%
CN(C(=O)c1cccc(C#N)c1)c1nnc(-c2ccncc2)s1	i	i	1.4%	i	2.7%	i	3.8%	i	12.3%	-0.6%	0.0%
Cc1noc(C)c1-c1cncnc1Nc1ccccc1	i	i	0.6%[2.29 µM]	i	19.5%	i	-8.0%	i	?	0.4%	-0.5%
Cc1coc(NC(=O)CSc2nc(-c3ccncc3)cc(C(F)(F)F)c2C#N)n1	i	?	2.2%	i	-5.9%	5.82e-08M*	?	7.16e-08M*	13.4%	-6.1%	-3.2%
COc1cc(NC(=O)C23CC4CC(C2)CC(n2nnc(C)n2)(C4)C3)c(OC)cc1Cl	i	i	5.3%	i	17.0%	i	0.5%	i	-1.8%	0.2%	0.7%
Cn1c(=O)cc(OCCCC(=O)Nc2ccc3c(c2)OCCO3)c2ccccc21	i	i	-1.3%	i	6.4%	i	113.7%	i	18.8%	1.3%	-0.3%
COc1ccc(Cl)cc1N(CC(=O)Nc1ccc2c(c1)OCCO2)S(C)(=O)=O	.	.	6.8%	.	4.2%	.	-9.2%	.	-7.3%	2.7%	0.9%
COc1ccc(-c2nnn(CC(=O)Nc3sc4c(c3C#N)CCCC4)n2)cc1	i	i	0.3%	?	11.6%	i	-17.5%	i	1.3%	-2.2%	2.7%
CN(c1ccc(O)cc1)c1nc(-c2ccccc2)cs1	i	?	12.6µM*	?	-37.5%[inhibitor]	i	?	i	-24.9%	0.0%	-4.9%
O=C(NCc1ccccn1)C1CCN(S(=O)(=O)N2CCCCC2)CC1	i	i	2.6%	i	-1.9%	i	-3.2%	i	1.5%	-3.9%	-2.4%
Cc1ccc(-n2nnnc2SCC(=O)c2cc(C)n(-c3cc(C)on3)c2C)c(C)c1	i	i	-1.0%	i	25.1%	i	7.7%	i	14.4%	-0.8%	-1.6%
CCCC[C@]1(C2CCCC2)Cc2cc(OCC(=O)O)c(Cl)c(Cl)c2C1=O	i	?	-0.1%	i	-6.6%	i	12.9%	i	37.8%[activator]	-3.1%	-0.3%
O=C1c2ccccc2C(=O)N1CCCc1nc2ccccc2c(=O)n1-c1cccnc1	.	.	0.9%	.	2.2%	.	9.0%	.	?	-2.4%	-0.7%
Cc1ccc2nc(S(=O)(=O)O)[nH]c2c1	i	?	2.4%	i	0.9%	i	4.5%	i	1.7%	0.5%	-1.7%
N#Cc1c(N)c(C(=O)c2ccc(Br)cc2)n2c1CCC2	.	.	3.4%	.	5.3%	.	81.9%	.	-11.7%	-1.9%	-0.5%
COC(=O)c1cn(-c2ccccc2)nc1C(=O)OC	i	i	-3.8%	i	10.4%	i	5.2%	i	-14.6%	0.7%	-0.7%
COC(=O)c1sc(NC(=O)c2ccc(OC)cc2OC)nc1C	i	i	0.0794µM*	i	5.4%	i	14.6%	i	19.4%	0.9%	-0.1%
CCCCNC(=O)c1c[nH]c2ccc(S(=O)(=O)Nc3ccc(OCC)cc3)cc2c1=O	i	i	3.5%	i	-8.4%	i	122.6%	i	4.5%	0.5%	0.1%
O=C(O)C(O)c1ccco1 (stereo not given)	i	i	-1.3%[25.5 µM]	i	.	?	.	i	.	.	.
CC(NC(=O)NCC1CCCO1)(C(F)(F)F)C(F)(F)F (stereo not given)	i	i	1.5%	i	-0.2%	i	9.4%	i	-8.3%	0.4%	-3.7%
CCOc1ccc(-c2nc(=S)[nH][nH]2)cc1	i	?	-12.1%	i	-7.6%	i	13.3%	i	12.3%	-0.1%	1.3%
N[C@H](C(=O)O)c1ccc(C(=O)O)cc1	.	.	-0.6%	.	6.4%	.	?	.	-17.4%	-2.5%	-1.2%
Cc1nnsc1NC(=O)OCC(C)C	i	i	-0.5%	?	12.6µM*	?	16.5%	?	?	-2.2%	-1.0%
CCNc1nc(NC(C)C)nc(NS(=O)(=O)c2ccc(Cl)cc2)n1	i	?	3.4%	i	12.6%	i	1.2%	i	-23.3%	-0.8%	0.9%
Cc1coc(C)c1C(=O)CC1(O)C(=O)N(CCc2ccccc2)c2ccccc21 (stereo not given)	i	?	-1.5%	i	2.7%	i	-5.1%	i	-23.1%	0.8%	-1.3%
CCN(CC)S(=O)(=O)c1ccc2c(c1)c(=O)c(C(=O)NCCOC)cn2C	i	i	1.6%	?	4.3%	i	12.5%	i	18.2%	0.1%	-0.2%
c1ccc2c(c1)nnn2Cc1nnc2sc(-c3ccc4c(c3)OCCO4)nn12	i	i	2.5%	i	9.8%	i	6.1%	i	-5.2%	-0.1%	-0.5%
COCCn1c(COc2ccc(Cl)cc2)nnc1SCC(N)=O	i	i	0.1%	?	-4.5%	i	6.9%	i	15.1%	4.0%	0.2%
COc1ccc(CNC(=O)CSc2ncnc3nc[nH]c23)cc1	i	i	1.9%	i	5.1%	i	-5.9%	i	14.2%	-3.4%	-1.5%
Cn1c(=O)c2cn(Cc3ccc(Cl)cc3)cc2n(C)c1=O	i	i	-1.0%	i	7.1%	i	0.5%	i	-6.3%	1.6%	1.8%
O=[N+]([O-])c1ccc2c(N=Nc3ccc4ccccc4c3O)c(O)cc(S(=O)(=O)O)c2c1	i	?	-16.1%[11.4 µM]	i	?	1.1e-08M*	3.16µM*	1.22e-08M*	-19.9%[11.5 µM]	-2.8%[11.5 µM]	-9.1%[11.5 µM]
CCOc1ccc(OCC)c(NC(=O)CN2CCN(c3cccc(C)c3)CC2)c1	i	?	0.2%	?	?	i	5.0%	i	13.8%	0.9%	-3.7%
CC(C)(c1cc(Br)c(OCC(Br)CBr)c(Br)c1)c1cc(Br)c(OCC(Br)CBr)c(Br)c1 (stereo not given)	.	.	.	.	7.4%	.	26.9%	.	16.2%	0.1%	-0.1%
CC(C)(C)Nc1nc(C(N)=O)nc(N2CCOCC2)n1	i	?	1.3%	i	0.9%	?	-0.7%	?	?	3.1%	-2.7%
COc1cccc(N(C(=O)Cn2nnc3ccccc32)C(C(=O)NCc2ccco2)c2cccnc2)c1 (stereo not given)	i	i	2.9%	i	-16.3%	i	-14.2%	i	20.4%	-1.7%	-0.6%
CCN=C1SC(C(=O)Nc2ccc(Cl)c(Cl)c2)CC(=O)N1CC (stereo not given)	i	?	1.3%[25.5 µM]	i	.	i	.	i	.	.	.
COc1ccc(C)cc1NC(=O)C1CCCN1S(=O)(=O)c1ccc2c(c1)CCC(=O)N2 (stereo not given)	.	.	-2.9%	.	-4.2%	.	25.1µM*	.	?	-1.2%	-2.1%
COc1cccc(C2=NOC(C(=O)NCc3ccccc3)C2)c1 (stereo not given)	i	i	2.4%	i	?	i	6.4%	i	-19.1%	2.2%	4.0%
c1ccc(CN2C3=NCCCN3c3ccccc32)cc1	i	i	1.6%	i	?	i	8.8%	i	9.3%	1.7%	0.3%

Single entries from the results shown.
Under Casp1 inh, `CC(C)(C)Nc1nc(C(N)=O)nc(N2CCOCC2)n1` has the entry 3.1%
Under ERK AVP block, `Cn1c(=O)c2cn(Cc3ccc(Cl)cc3)cc2n(C)c1=O` has the entry -6.3%
